HCT116 PTEN-null: growth suppression of PTEN-null HCT116, primary screen, cell-based, CellTiter-Glo; 140,000 tested, 1.2% active; viability, % at 10 µM; AID 827, 2007; HCT116 PTEN-null viability, 60 h; hits give low values;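 active = viability at or below a set limit, 4 SD under the median of all tested compounds, cut at about 3.7% in these data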;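 also: PTEN knockout HCT116 line with beta catenin targeted HCT116 as companion control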
E-sel TNF inh: E-selectin induction blockers in HUVEC – imaging, immunofluorescence, high content, primary screen; HUVEC TNFa-induced E-selectin immunofluorescence; inhibition, % at 2 µM; 120,000 tested, 0.71% active;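 active = inhibition above the batch mean plus 3 SD, and confirmed as a hit on visual image review, cut at about 43% in these data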;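 also: 0% = TNF-stimulated DMSO wells and 100% = unstimulated control wells; not every result past the cut was called active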
Phagocyt inh: inhibitors of macrophage phagocytosis, primary screen, imaging, J774A.1 cells, IgG beads; J774A.1 macrophage IgG-bead phagocytosis; inhibition, % at 5 µM; 110,000 tested, 0.07% active; AID 1029, 2008;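 active = inhibition above the mean of the plate negative controls plus 5 SD, cut at about 13% in these data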;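 also: phagocytic index as fraction of beads internalized from green versus red external bead signal; plate controls were DMSO negative control for no effect and cytochalasin-D positive control for full effect; some results beyond the cut were filed as inactive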
NPY-Y2 antag: NPY-Y2 receptor antagonists, primary screen, cell-based | Neuropeptide Y receptor type 2 (Homo sapiens), P49146 | NPY-Y2 expressing cells, antagonist mode | inhibition, % at 2.7 µM | 140,000 tested, 0.99% active | AID 793, 2007; in the data active = inhibition above about 17%;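 also: 0% = vehicle with agonist challenge and 100% = reference antagonist with challenge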
Target sequence (P49146 whole entry, looked up): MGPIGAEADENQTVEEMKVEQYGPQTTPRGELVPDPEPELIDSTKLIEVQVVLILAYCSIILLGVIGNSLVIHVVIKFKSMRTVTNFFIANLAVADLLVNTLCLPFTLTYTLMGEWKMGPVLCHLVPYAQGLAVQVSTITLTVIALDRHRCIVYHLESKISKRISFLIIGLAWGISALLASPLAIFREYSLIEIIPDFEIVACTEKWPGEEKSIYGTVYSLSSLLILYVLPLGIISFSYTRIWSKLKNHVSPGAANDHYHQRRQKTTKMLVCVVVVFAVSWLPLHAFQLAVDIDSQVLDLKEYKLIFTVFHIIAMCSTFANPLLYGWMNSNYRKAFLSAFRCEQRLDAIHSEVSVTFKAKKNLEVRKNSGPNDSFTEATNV
Yeast growth inh: growth inhibitors of yeast BB579 in restrictive medium, primary screen, yeast lifespan-shortening project, S. cerevisiae. 140,000 tested, 0.51% active. AID 804, 2007. OD615, 48 h. inhibition, % at 10 µM;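 active = inhibition above a set limit, 3 SD over the mean compound inhibition, cut at about 44% in these data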; also: inactives centre near -24
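Material: Saccharomyces cerevisiae DeaD strain BB579, replicative lifespan model yeast; buffer or medium: CSMM-D restrictive synthetic medium containing dextrose (glucose); compound: 10 µM single dose, DMSO 0.25%; timing: 48 h compound exposure at 30 °C after 4 h preincubation; signal: turbidity as optical density at 615 nm; benchmarks: positive control amphotericin B 10 µg/mL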
GALR2 blocker: GALR2 antagonists in receptor-expressing cells, primary screen; Galanin receptor type 2 (Homo sapiens), O43603; antagonist mode; inhibition, % at 4 µM; 140,000 tested, 0.39% active; AID 828, 2007; in the data active = inhibition above about 27%;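 also: cells stimulated with galanin 1-16 at roughly its EC80; 0% = agonist challenge control and 100% = basal control without agonist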
Target sequence (O43603 whole entry, looked up): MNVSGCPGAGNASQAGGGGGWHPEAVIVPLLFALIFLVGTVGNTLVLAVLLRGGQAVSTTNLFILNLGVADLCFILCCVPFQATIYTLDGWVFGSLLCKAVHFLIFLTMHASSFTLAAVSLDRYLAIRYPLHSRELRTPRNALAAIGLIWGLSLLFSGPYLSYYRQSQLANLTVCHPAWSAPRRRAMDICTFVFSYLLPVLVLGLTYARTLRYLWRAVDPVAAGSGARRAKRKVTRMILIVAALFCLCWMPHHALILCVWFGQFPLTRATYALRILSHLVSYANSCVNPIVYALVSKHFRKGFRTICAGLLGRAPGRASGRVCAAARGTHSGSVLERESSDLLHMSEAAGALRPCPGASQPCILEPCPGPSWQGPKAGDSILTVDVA
Measles CPE: compounds protecting cells from measles virus cytopathic effect, primary screen, measles RdRp inhibitor project, single point, MLSMR library, absorbance; AID 841, 2007; 140,000 tested, 1.5% active; Measles virus-infected cells, CPE protection; protection (pct of control), % at 4 µM; in the data active = protection mostly above about 24%, no sharp cut-off; inactive = mostly below about 26%; also: some compounds called inactive have numbers as strong as hits
HCT116 bCat-KO: primary screen for growth suppressors in beta-catenin knockout HCT116 cells (colon tumor, human). AID 818, 2007. viability, % at 10 µM. 140,000 tested, 1.5% active. HCT116 beta-catenin knockout viability, CellTiter-Glo, 60 h; hits give low values;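 active = viability at or under a set limit, the compound median less 4 SD, cut at about 6% in these data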;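 also: 0% = Hyamine 1622 control at 20 µM and 100% = untreated cell control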
MRP-1 activ: H69AR viability gain despite doxorubicin, primary screen, MRP-1 activator project, H69AR cells, CellTiter-Glo; viability rescue; viability increase, % at 10 µM; 140,000 tested, 0.61% active; AID 799, 2007;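 active = viability gain under doxorubicin at or above a set limit, the compound median plus 3 SD, cut at about 4.7% in these data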;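 also: MRP-1 overexpressing cells given doxorubicin 25 µM after compound pretreatment; 18-22 h compound pretreatment then 72 h with doxorubicin before readout; 0% = doxorubicin-only wells and 100% = vehicle-treated cells without doxorubicin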
Yeast lifespan up: compounds extending yeast replicative lifespan, primary screen, S. cerevisiae, OD615. S. cerevisiae growth with nicotinamide; deaD strain in restrictive glucose medium. inhibition of the nicotinamide effect, % at 10 µM. 130,000 tested, 0.68% active. AID 775, 2007;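 active = inhibition above a set limit, placed 3 SD over the median of all compounds, cut at about 26% in these data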;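 also: 0% = nicotinamide-treated wells and 100% = cells grown without nicotinamide; some compounds called inactive have numbers as strong as hits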
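System: DeaD-strain S. cerevisiae / Buffer or medium: CSMM-D, restrictive glucose (dextrose) synthetic minimal medium / Probe or stimulus: nicotinamide, 1.5 mM, co-present with compound / Compound: one concentration, 10 µM, DMSO 0.25% / Incubation: 48 h compound exposure at 30 °C, humidified / Technique: optical density (absorbance) at 615 nm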
Starred values were filed as active, the others as inactive; · = no result given. This is a random part of the collection; 6.3% or so of the library scored in one or more.

SMILES	HCT116 PTEN-null	E-sel TNF inh	Phagocyt inh	NPY-Y2 antag	Yeast growth inh	GALR2 blocker	Measles CPE	HCT116 bCat-KO	MRP-1 activ	Yeast lifespan up
CC(C)n1c(C(=O)OCC(=O)NCc2ccc3c(c2)OCO3)cc2sccc21	69	·	2	22*	-44	13	3	73	-4.2	-11
O=C1CCCCCN1C(=O)c1ccc(C(=O)N2CCCCCC2=O)cc1	92	-16	-1	2	-1	-6	13	92	-1.4	-4
CS/C(=N\S(=O)(=O)c1cccs1)Nc1ccc(F)cc1	91	·	-6	2	-24	-11	6	92	-0.7	-6
O=C(N/N=C/c1ccc(N2CCOCC2)o1)c1ccccc1[N+](=O)[O-]	97	-14	0	5	-27	8	10	94	-0.8	3
COc1ccccc1OCc1nc(C#N)c(N2CCC(C(N)=O)CC2)o1	84	·	0	2	-1	4	5	101	0.1	-7
COC(=O)c1ccc(Oc2cc(C)nc(NCc3ccccc3)n2)cc1	83	1	0	5	-28	8	8	81	-0.1	-18
COCCCNC(=O)CC1Oc2ccccc2NC1=O (centres undefined)	108	·	-1	2	12	-3	9	110	-1.5	-6
Cc1ccc(NC(=O)c2cnn(-c3ccccc3)c2NC(=O)c2ccco2)cc1C	97	·	-3	2	-41	3	1	91	-0.6	-1
O=C(N/N=C/c1ccncc1)c1ccc(-n2cccc2)cc1	95	-6	-2	-2	-53	-2	3	93	3.2	-5
O=C(O)C1CC=CCC1C(=O)NCc1cn2ccccc2n1 (centres undefined)	96	·	-1	1	-32	-3	11	100	0.9	-8
COc1ccc(S(=O)(=O)Nc2ccc3oc(C)c(C(=O)O)c3c2)cc1	101	·	0	9	-63	-2	11	105	-0.8	-11
COc1cc(C(=O)O)ccc1OCC(=O)N1CCOCC1	109	-26	-1	0	-36	-3	12	110	0.7	-5
CC(NC(=O)C1CCCN(S(=O)(=O)c2cccc3nonc23)C1)c1ccccc1 (centres undefined)	90	-23	·	0	-29	15	4	95	-3.3	-7
COc1ccc(OC)c(-n2c(-c3cnccn3)n[nH]c2=S)c1	103	11	-1	-1	-32	15	4	121	-0.5	-10
Cc1ccc(C(=O)Nc2ccc(Oc3ccc(C(=O)O)c(C(=O)O)c3)cc2)cc1C	110	3	1	6	-55	-8	10	96	1.8	-8
CCC1CCC/C1=N\NC(=O)CCC(=O)Nc1ccccc1Cl (centres undefined)	109	·	-4	0	-36	-7	3	97	0.7	-1
NC(=O)C1CCCN(CCc2ccccc2)C1 (centres undefined)	93	13	·	-2	-19	0	3	82	-2.8	-24
Cc1cccc(/C(N)=N/OC(=O)c2cccs2)c1	96	·	·	7	10	8	2	131	0.6	-23
CCNC(=O)c1cc2c(=O)n3cccc(C)c3nc2n(CCc2ccccc2)c1=N	6	-22	0	2	-55	4	10	4.8*	-5.1	-5
Cc1ccc(CNC(=O)C(NS(=O)(=O)c2cccc3nsnc23)c2ccccc2)cc1 (centres undefined)	89	25	-2	6	-23	8	6	91	-0.5	1
Cn1c(=O)c2c(nc(SCc3nn[nH]n3)n2Cc2ccccc2F)n(C)c1=O	98	0	·	0	-21	-4	5	100	0.5	-6
CC(C)(C)C1CCC(C(=O)OCC(=O)c2ccc[nH]2)CC1 (centres undefined)	94	-30	-6	4	-34	3	5	96	1.0	6
CCOc1ncccc1C(=O)OCCN1C(=O)c2ccccc2C1=O	105	·	0	-1	-60	5	24	100	-1.9	-5
CN1CCN(Cc2nc3c(c(=O)n(C)c(=O)n3C)n2Cc2cccc3ccccc23)CC1	85	-15	4	-3	-25	0	3	95	-0.9	-8
COC(=O)c1ccc(OC)c(CSc2nnc(COc3ccccc3)o2)c1	81	2	-1	18*	-14	-9	13	86	1.0	-9
O=C(O)[C@H]1CCCC[C@H]1C(=O)Nc1ccc(Nc2ccccc2)cc1	83	14	·	-4	-27	2	5	84	-5.7	·
COc1ccc(Cc2noc(-c3ccc(OC)c(OC)c3)n2)cc1OC	91	·	-1	2	-35	-7	16	81	1.4	-16
COc1cccc2c(=O)n(CC(=O)Nc3cccc(F)c3)ccc12	101	·	0	1	-20	1	1	84	-0.9	-8
CCOC(=O)C1=C(O)/C(=C/c2ccc(-c3ccccc3C(=O)O)o2)SC1=Nc1ccc(OC)cc1	96	-23	0	-1	-24	10	6	98	-1.2	-2
CCN1CCc2nc(SCC(=O)Nc3ccc(OC)cc3)c(C#N)cc2C1	78	-10	-1	-1	-22	4	19	83	4.0	-13
Cc1c(N/C(=N/S(=O)(=O)c2ccc(Cl)cc2)c2ccccc2)c(=O)n(-c2ccccc2)n1C	86	·	5	2	-38	-3	3	90	0.0	2
O=C(NCc1ccc(F)cc1)C(Cc1ccccc1)NS(=O)(=O)c1cccs1 (centres undefined)	97	-5	0	-2	-10	-7	15	85	-3.7	-8
CCCCOc1ccc(OC(=O)c2cccnc2)cc1	75	-15	·	2	-32	-6	4	89	-4.8	-22
CCC(C)C(NC=C1C(=O)OC(C)(C)OC1=O)C(=O)O (centres undefined)	112	18	0	2	-42	-4	5	99	0.3	-5
O=C(NC(Cc1ccccc1)c1nc2ccccc2[nH]1)c1ccc(Cl)c([N+](=O)[O-])c1 (centres undefined)	7	-11	-9	0	-35	15	7	9	-6.1	7
CC(Cc1cccs1)NC(=O)Nc1ccc(F)cc1 (centres undefined)	87	-28	3	-1	-43	28*	14	96	0.2	-11
CCOP(=O)(OCC)C(NC(=O)Nc1ccc(Cl)cc1)C(=O)N(CC)CC (centres undefined)	87	·	-15	3	-16	11	·	92	8.9*	-4
Cc1ccc(C)c(NS(=O)(=O)c2cc(C(=O)N3CCc4ccccc4C3)ccc2Cl)c1	79	-71	1	3	-18	-2	6	89	-4.5	13
CCOC(=O)Cn1c(=O)c2c(nc(N3CCCCC3)n2Cc2ccccc2)n(C)c1=O	79	17	-1	9	-24	-1	9	79	-4.4	2
Cc1ccc(Nc2nnc(SCn3nnc4ccccc4c3=O)s2)cc1	82	-5	0	4	-17	-4	4	90	-2.4	-3
CCOc1ccc(NCc2ccccc2OCc2cccc(F)c2)cc1	10	·	·	0	-52	-13	0	15	-3.5	5
CC(=O)Nc1ccc(S(=O)(=O)NC(CC(=O)N(C)Cc2ccccc2)C(C)C)cc1 (centres undefined)	90	·	0	3	-31	5	18	102	-2.4	-1
COc1cccc(-n2c(SC3CCOC3=O)nc3ccccc3c2=O)c1 (centres undefined)	100	96*	·	2	-32	5	11	93	-0.9	-6
CCOC(=O)c1c(C)nc2sc(C(N)=O)c(N)c2c1-c1ccccc1	88	-8	1	3	1	11	2	92	-4.8	-6
CCOC(=O)c1c(NC(=O)COC(=O)Cn2c(C(F)(F)F)nc3ccccc32)sc(C)c1C	73	9	1	5	7	-2	6	82	-4.9	-5

Quoted at random: two records from the list, in no set order.
SMILES	HCT116 PTEN-null	E-sel TNF inh	Phagocyt inh	NPY-Y2 antag	Yeast growth inh	GALR2 blocker	Measles CPE	HCT116 bCat-KO	MRP-1 activ	Yeast lifespan up
O=C(NCc1ccc(F)cc1)C(Cc1ccccc1)NS(=O)(=O)c1cccs1 (centres undefined)	97	-5	0	-2	-10	-7	15	85	-3.7	-8
CCOP(=O)(OCC)C(NC(=O)Nc1ccc(Cl)cc1)C(=O)N(CC)CC (centres undefined)	87	·	-15	3	-16	11	·	92	8.9*	-4

Following part.
SMILES	HCT116 PTEN-null	E-sel TNF inh	Phagocyt inh	NPY-Y2 antag	Yeast growth inh	GALR2 blocker	Measles CPE	HCT116 bCat-KO	MRP-1 activ	Yeast lifespan up
COc1cc(OC)c(-c2noc(C(=O)OC(C)(C)C)c2C(=O)OC(C)(C)C)c(OC)c1	101	·	-4	1	-47	-8	8	101	-1.1	5
CC(=O)c1ccc(OCC(=O)c2ccc(-c3ccccc3)cc2)cc1	74	·	-6	4	-61	4	5	66	-0.2	-2
O=C(O)c1cccnc1Sc1ccccc1	98	-5	-6	1	-22	6	14	91	-2.0	5
O=c1oc2ccc3ccccc3c2cc1-c1nnc(-c2cccs2)o1	95	12	-12	1	-30	8	5	95	-1.0	0
NC(=O)c1ccc(NC(=O)CCCc2nc(-c3ccccc3Cl)no2)cc1	97	-8	0	-3	-66	5	·	96	0.2	10
CCCCNc1nc(N(C)c2ccccc2)nc(-n2ccnc2)n1	70	-7	-3	3	-10	1	12	79	-0.8	-7
COc1ccc(CNC(=S)Nc2cc(C)cc(C)c2)cc1	86	-8	0	8	-1	13	20	87	-4.9	-4
CCCn1nc2ccccc2c1P(=N)(N1CCOCC1)N1CCOCC1	99	·	-1	7	9	2	12	98	-0.6	-7
N#Cc1c(-n2cccc2/C=N/O)sc2c1CCCC2	84	-27	-2	3	-31	3	4	79	-1.7	-1
CCOc1ccc(/C=C/C(=O)Nc2ccccc2C(F)(F)F)cc1	89	9	-5	6	6	-4	7	96	1.7	-3
COCC(=O)NCc1nc2ccccc2n1Cc1ccccc1F	94	-30	-2	1	-18	-1	15	95	-1.3	-11
O=C(O)c1ccccc1SC1CC(=O)N(c2ccccc2)C1=O (centres undefined)	104	1	-3	2	-5	4	16	97	-0.4	3
COc1cc(NC(=O)CC2NCCNC2=O)cc(OC)c1 (centres undefined)	107	-4	1	6	-49	7	·	101	-0.4	-1
CC(=O)c1ccc(NC(=S)NCCc2ccccn2)cc1	93	17	8	-1	10	-2	13	91	-3.1	-6
CC(Nc1cccc2ccccc12)C(=O)N/N=C/c1ccc([N+](=O)[O-])cc1 (centres undefined)	71	·	·	-2	-26	2	38	77	-3.0	-5
Cn1c(CNC(=O)c2ccco2)nnc1SCC(=O)Nc1cccc(Br)c1	88	6	0	0	-11	-7	29	77	-0.1	-7
Cc1ccc(-c2nn(CC(=O)Nc3ccc4c(c3)nc3n4CCOC3)c(=O)c3ccccc23)cc1	79	·	4	2	-28	7	31	93	-0.1	-10
COc1ccc(N(Cc2cc3cc(OC)ccc3[nH]c2=O)C(=O)C2CCCO2)cc1 (centres undefined)	110	-40	1	0	-10	-3	5	91	-2.5	-19
COc1ccccc1NC(=O)CSc1nnc(Cc2cccn2C)n1-c1ccc(F)cc1	81	·	-1	4	-47	17	16	89	-3.5	-7
CC12CCC(C(=O)N3CCc4ccccc43)(CC1=O)C2(C)C (centres undefined)	85	-10	-2	2	-51	2	2	82	-1.2	0
O=C1Nc2ccccc2/C1=N/c1sc2c(c1C(=O)NCCc1ccccc1)CCCC2	83	0	4	-2	-30	4	10	94	-0.5	-25
CCOc1ccc(Nc2nc(Cc3nnc(SCC(N)=O)o3)cs2)cc1	95	-15	-2	2	-4	-2	13	105	-0.2	-11

Screening results: PubChem, several laboratories
